Compound activity from PubChem BioAssay.
tuberculosis growth: growth inhibition of non-replicating M. tuberculosis (AID 488890) | one-dose inhibition, % at 25 µM; IC50 in µM for titrated hits | Mycobacterium tuberculosis non-replicating, growth inhibition; higher % means a stronger effect | 320,000 tested, 0.39% active; in the data active means a potency from the dose series; inconclusive means inhibition mostly from about 82% at the one dose, without a potency; inactive means the rest, 99 in 100 with inhibition below about 76%;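 further: plate controls were DMSO cells for no effect and high antibiotic wells for full effect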
PhoP GFP inhibition: PhoP regulon inhibitors, Salmonella typhi PhoP promoter GFP reporter, confirmatory (AID 1850). 310,000 tested, 0.33% active. inhibition, % at 50 µM, or IC50 in µM where a hit was titrated. Salmonella Typhi PhoP-promoter GFP reporter, fluorescence, 4 h; higher % means a stronger effect; in the data active means a potency from the dose series; inconclusive means inhibition mostly from about 25% at the one dose, without a potency; inactive means the rest, 99 in 100 with inhibition below about 19%;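 further: 0% = induced wells with vehicle and 100% = uninduced wells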
inhibitors of VEEV: inhibitors of VEEV TC-83 cytopathic effect, confirmation, Vero cells (AID 588727). 350,000 tested, 0.13% active. one-dose inhibition, % at 20 µM; IC50 in µM for titrated hits. Vero cells, VEEV TC-83 cytopathic effect inhibition; higher % means a stronger effect; in the data active means a potency from the dose series; inconclusive means inhibition mostly from about 14% at the one dose, without a potency; inactive means the rest, 99 in 100 with inhibition below about 12%; further: strong numbers were not always called active
H1N1 NS1A inhibition: H1N1 influenza NS1A inhibitors, functional cell based assay (AID 504329) | inhibition, % at 12.5 µM; hits with a dose series show IC50 in µM | NS1A functional cell-based assay, percent inhibition; higher % means a stronger effect | 340,000 tested, 0.3% active; in the data active means a potency from the dose series; inconclusive means inhibition above about 27% without an active follow-up result; further: strong numbers were not always called active
M. tuberculosis HTS: M. tuberculosis growth inhibition, HTS (AID 449762) | M. tuberculosis H37Rv growth inhibition, 7H9 media; higher % means a stronger effect | one-dose inhibition, % at 25 µM; IC50 in µM for titrated hits | 330,000 tested, 0.59% active; in the data active means a potency from the dose series; inconclusive means inhibition above about 70% without an active follow-up result;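 further: bacterial growth assessed after seven days of incubation; strong numbers were not always called active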
inhibitors of VEEV 10K pilot screen: further read-out of inhibitors of VEEV, marked with its call; inhibition, %; measured here: 10K pilot screen inhibition
The depositor's hits bear a star; i = inactive; u = inconclusive; x = not tested or not shown.

SMILES | tuberculosis growth | PhoP GFP inhibition | inhibitors of VEEV | H1N1 NS1A inhibition | M. tuberculosis HTS | others
Cc1ccc2nc(Cl)c(/C=N/NC(=O)CN3CCOCC3)cc2c1 | 7.6% | -5.1% | 0.6% | -7.9% | -5.8%
CN(C1CCS(=O)(=O)C1)S(=O)(=O)c1ccc(N2CCCC2=O)cc1 (stereo not drawn) | -12.7% | -3.0% | 0.2% | -15.2% | 2.5%
COc1ccc(N2CCN(C(=O)c3ccc(S(=O)(=O)NCc4ccco4)cc3)CC2)cc1 | 21.2% | x | 1.0% | 6.2% | -0.4%
Cc1csc(NC(=O)CCc2c(C)nc3cc(-c4cccc(F)c4)nn3c2C)n1 | x | -6.1% | 10.1% | 7.2% | -6.5%
O=C(CN1C2=NCCN2c2ccccc21)N1CCOCC1 | -10.2% | -4.8% | x | x | 4.1%
Cc1ccccc1OCc1ccc(C(=O)N2CCOCC2)o1 | -1.5% | 0.5% | 4.9% | 6.2% | 1.9%
CCc1nnc(NC(=O)c2ccncc2)s1 | -3.7% | 3.5% | 4.0% | 4.7% | 0.6% | inhibitors of VEEV 10K pilot screen=0.1
CCOC(=O)c1cc2cc(C)ccc2[nH]1 | 8.0% | 8.9% | 2.9% | 2.6% | -5.9%
O=C(CCc1nnc(CCCCc2ccccc2)o1)NCc1cc(F)ccc1F | 62.4% | -8.8% | 0.9% | 1.8% | 1.0%
Cc1cc(C)c(S(=O)(=O)O)c(C)n1 | 16.1% | -12.1% | 1.4% | 0.9% | 0.3%
O=c1[nH][nH]c(=O)c2c(NS(=O)(=O)c3ccccc3)cccc12 | 52.5% | 2.3% | 10.9% | 1.2% | 1.1%
O=C(NC(=S)Nc1ccc2oc(=O)ccc2c1)c1ccc(-c2cccc(Cl)c2Cl)o1 | -9.3% | -3.7% | x | x | -0.6%
Oc1c(I)cc(I)c2cccnc12 | u | 8.6% | 7.2% | 4.3% | u
O=C(Cn1nnc(-c2ccccc2Cl)n1)N/N=C/c1ccc(-c2cccc(Cl)c2)o1 | -6.6% | -4.5% | 1.6% | -7.8% | -4.5%
CC(C)CNC(=O)c1ccc(Cl)c(NC(=O)COc2ccccc2)c1 | -9.2% | 0.2% | x | x | -1.2%
CCCCCCCNC(=O)C1(CC2CC(c3cccc(Br)c3)=NO2)CCN(C(=O)c2cc(OCC)c(OCC)c(OCC)c2)CC1 (stereo not drawn) | -10.5% | 9.2% | 0.4% | -1.1% | 5.9%
CCOC(=O)N1CCN(c2cc(=O)n(-c3ccccc3C)c(=O)[nH]2)CC1 | -12.2% | -4.4% | 0.7% | 0.1% | 6.3%
Cn1ncc2c(Nc3cccc([N+](=O)[O-])c3)ncnc21 | 14.2% | -9.6% | 7.8% | 3.6% | -6.4%
O=C(NN1C(=O)C2C(c3ccccc3)C=CC(c3ccccc3)C2C1=O)c1cccc(Br)c1 (stereo not drawn) | 14.4% | -5.9% | 4.1% | 5.3% | -15.3%
O=c1[nH]cnc2sc3c(c12)CCC3 | -6.5% | -17.1% | 3.8% | -11.0% | 5.5%
COc1ccc(NC(=O)COC(=O)C(CC(C)C)N2C(=O)C3CC=CCC3C2=O)cc1Cl (stereo not drawn) | 9.4% | -1.8% | 0.2% | 6.8% | -11.7%
O=C(N1CCc2cc(S(=O)(=O)NC[C@H]3O[C@@H](n4ccc(=O)[nH]c4=O)[C@H](O)[C@@H]3O)ccc2C1)C(F)(F)F | x | x | 0.5% | -4.4% | x
CC1CCN(Cc2c(C(=O)N/N=C/c3ccc(C(C)(C)C)cc3)nnn2-c2nonc2N)CC1 | 21.9% | 1.6% | u | 3.0% | 62.1%
CC(Oc1ccc(F)cc1F)C(=O)NNC(=S)NCC1CCCO1 (stereo not drawn) | -14.8% | -3.0% | 0.6% | -20.6% | -5.4%
Cc1ccc(/C=N/n2c(-c3ccccc3)n[nH]c2=S)cc1 | 9.0% | 2.4% | 3.1% | 1.8% | -7.1%
CCn1cnc2c1c(=O)n(CC(=O)OC(C)C(N)=O)c(=O)n2Cc1ccccc1 (stereo not drawn) | 2.4% | -4.0% | 3.2% | 6.2% | -0.3%
O=C1c2ccccc2C(O)(Cc2ccccc2)N1CCCN1CCOCC1 (stereo not drawn) | 8.4% | 0.1% | 0.4% | -1.6% | 6.6%
CCCCNC(=O)CCNS(=O)(=O)c1ccc(C)cc1 | 3.6% | 0.6% | i | 6.4% | -1.1%
CCC(C)(C)n1nnnc1C(c1cc2cc(OC)c(OC)cc2[nH]c1=O)N1CCc2ccccc21 (stereo not drawn) | 43.2% | -10.9% | 0.4% | 5.0% | u
CCOC(=O)C/C(C)=N\Nc1nc(-c2ccccc2)cs1 | -1.4% | 3.3% | 2.1% | -4.8% | 2.6%
CCOC(=O)Cn1c(=O)c2c(nc3n2CCCN3CCc2ccccc2)n(C)c1=O | 7.5% | 1.7% | 0.3% | 24.2% | -0.6%
CC(=O)Nc1ccc(NC(=O)c2ccccc2N(C)S(=O)(=O)c2ccccc2)cc1 | 0.3% | -8.9% | 1.2% | -4.4% | -0.3%
CC(=O)NC(=S)NNC(=O)c1ccc(Br)cc1 | u | 34.9µM* | 1.8% | 1.3% | 60.9%
OCC1OC(n2cnc3c(/C=C(\O)c4ccccc4)ncnc32)C(O)C1O (stereo not drawn) | x | x | 0.1% | 3.2% | x
O=C(NC1C(=O)NNC1c1ccc(Cl)cc1)c1ccc(F)cc1 (stereo not drawn) | 1.4% | -7.9% | 0.8% | -0.3% | -4.7%
Cc1ccc(NC(=O)CN(C)CC(=O)Nc2ccccc2Oc2ccccc2)cc1 | 21.9% | -9.4% | 0.6% | -0.2% | 6.8%
CN(C)c1ccc(C=c2c3ccccc3n3c2cc(-c2ccccc2)[n+]3C)cc1 | x | x | i | 6.8µM* | x
Cc1noc(C)c1C(=O)Nc1cccc2ncccc12 | -7.0% | 1.8% | 1.8% | -11.2% | -5.4%
COc1ccc(NC(=O)c2ccco2)cc1NC(=O)c1ccc(Br)o1 | 42.1% | -10.3% | 4.8% | 2.5% | 2.0%
COc1ccc(OC)c(C(=O)COC(=O)CNC(=O)c2ccccc2)c1 | 15.6% | -0.6% | 0.2% | 10.2% | -2.6%
CCc1c(C)[nH]n(-c2nc(-c3ccccc3)cs2)c1=O | 5.3% | -2.8% | 1.8% | 11.8% | 24.7%
O=C(O)c1cccc2c1C(=O)N(Cc1ccccc1)C2 | 8.4% | 4.9% | 0.4% | -3.8% | 4.0%
O=c1[nH]c(=O)n(-c2ccc(F)cc2)c2c1C(C(F)(F)F)(C(F)(F)F)N=C(c1ccc(F)cc1)N2 | 0.1% | -10.3% | 1.1% | -7.5% | -3.1%
CCN(c1ccc(NC(=O)COC(=O)c2ccc(C)c(S(=O)(=O)N3CCOCC3)c2)cc1)C(C)C | -0.8% | -6.9% | 0.9% | 5.2% | 1.9%
COc1ccc(NC(=O)C(=O)NCCN2CCN(C(=O)c3ccc(C)cc3)CC2)cc1 | 16.9% | 8.9% | 0.1% | 5.7% | -3.6%
COCC(C)n1c(SCc2ccc(OC)c(F)c2)nc2ccccc2c1=O (stereo not drawn) | x | x | 4.6% | -0.9% | x
O=C(CCNC(=O)c1ccccc1)NCCCc1ccccc1 | -12.0% | x | 0.6% | -0.9% | 2.0%
CCCC(=O)Nc1c(O)c2ccccc2[nH]c1=O | 4.4% | -7.9% | i | -0.5% | 3.6%
Cc1onc(-c2c(Cl)cccc2Cl)c1C(O)c1ccc(F)cc1 (stereo not drawn) | -0.7% | -1.7% | i | -7.4% | 5.5%
O=C(CN1CCN(c2ccccc2F)CC1)c1ccc(O)cc1O | 5.4% | 6.9% | 3.3% | 2.8% | 0.6%
CCCc1nnc(NC(=O)C23CC4CC(CC(C4)C2)C3)s1 | -10.8% | 5.3% | 1.9% | -37.6% | 5.7%
CC1(C)CC(=O)C2=C(C1)OC(N)=C(C#N)C21CCN(C(=O)OCc2ccccc2)CC1 | -2.3% | -3.1% | i | 0.1% | -6.0%
CC1CCN(C(=O)COC(=O)CCc2c[nH]c3ccccc23)CC1 | i | 3.9% | 2.0% | 3.0% | u
Cc1ccc(C23OC(=O)C(C)(C)C2OC(=O)C3(C)C)cc1 (stereo not drawn) | -9.1% | 1.9% | 0.6% | 1.7% | -5.9%
Cc1cc(S(=O)(=O)N2CCCC2)ccc1OCC(=O)NC1CCCC1 | 5.0% | -10.3% | 1.8% | -1.4% | 0.7%
CS(=O)(=O)N(Cc1ccco1)CC(O)Cn1c2ccccc2c2ccccc21 (stereo not drawn) | 22.6% | -6.3% | 6.3% | 4.7% | -1.4%
CCOc1ccccc1N1CCN(S(=O)(=O)c2cccc3nsnc23)CC1 | 16.1% | 0.0% | 1.2% | 8.8% | 7.0%
O=C(CCCN1C(=O)/C(=C/c2cccs2)SC1=S)Nc1cccnc1 | -0.3% | -7.5% | i | -10.1% | -2.1%
Cc1ccc(S(=O)(=O)N(C)CCCC(=O)NCc2ccc3c(c2)OCO3)cc1 | 5.7% | -7.0% | 0.5% | -2.9% | -1.8%
COc1ccc(NC(=O)Cc2ccc(-c3ccccc3)cc2)cn1 | 44.5% | -10.3% | i | 1.1% | 1.6%

A portion from the list above, for reference:
SMILES | tuberculosis growth | PhoP GFP inhibition | inhibitors of VEEV | H1N1 NS1A inhibition | M. tuberculosis HTS | others
Cc1ccc2nc(Cl)c(/C=N/NC(=O)CN3CCOCC3)cc2c1 | 7.6% | -5.1% | 0.6% | -7.9% | -5.8%
CN(C1CCS(=O)(=O)C1)S(=O)(=O)c1ccc(N2CCCC2=O)cc1 (stereo not drawn) | -12.7% | -3.0% | 0.2% | -15.2% | 2.5%

The main list resumes, repeating the 2 entries before the break.
SMILES | tuberculosis growth | PhoP GFP inhibition | inhibitors of VEEV | H1N1 NS1A inhibition | M. tuberculosis HTS | others
Cc1ccc(S(=O)(=O)N(C)CCCC(=O)NCc2ccc3c(c2)OCO3)cc1 | 5.7% | -7.0% | 0.5% | -2.9% | -1.8%
COc1ccc(NC(=O)Cc2ccc(-c3ccccc3)cc2)cn1 | 44.5% | -10.3% | i | 1.1% | 1.6%
COc1ccccc1C(=O)NC(=O)CSc1nnc2ccccn12 | 0.2% | x | 0.7% | -3.3% | -2.9%
CCn1c(NC(=O)Nc2ccccc2OC)nc2ccccc21 | x | 3.5% | 1.8% | -1.7% | 45.0% | inhibitors of VEEV 10K pilot screen=1.3
Cc1ccc(NC(=O)CN(C)C(=O)c2ccc(COc3ccccc3)cc2)cc1 | 7.9% | -3.6% | 2.5% | -4.6% | 4.0%
CCCCn1c(=O)[nH]c(=O)c2c1nc(-c1ccncc1)n2CCOC | 1.6% | 3.2% | 1.9% | 2.3% | -2.2%
O=C(Nc1ccccc1)N1CCCC1 | -1.6% | -5.1% | 0.1% | 1.5% | -8.9%
Cc1ccsc1/C=N/Nc1nc(=O)[nH]nc1C | u | -3.5% | i | 12.0% | u
COc1ccc(NC(=O)CSc2nccn2Cc2ccco2)cc1 | 31.6% | -15.6% | 0.5% | -4.7% | -2.9%
CCOc1ccc(S(=O)(=O)NCCC(=O)OC(C)C(=O)N2CCc3ccccc32)cc1 (stereo not drawn) | 12.7% | 2.2% | 1.4% | 2.9% | -6.6%
CCOC(=O)c1c[nH]c(=S)n(-c2ccccc2)c1=O | 3.7% | -17.1% | 0.3% | -7.0% | -1.3%
Cc1nc2ccccn2c1C(=O)NN=C1C2CC3CC(C2)CC1C3 | 12.2% | 4.9% | 0.9% | 1.4% | -0.3%
Cc1ccc(S(=O)(=O)N2CCCOC2CNC(=O)C(=O)NCc2cccnc2)cc1 (stereo not drawn) | -8.7% | -7.5% | 0.9% | -3.5% | 7.7%
CCCCOc1ccc(C(=O)NCC(=O)NCc2ccncc2)cc1 | 3.4% | 6.5% | 1.4% | -1.7% | 1.1%
O=C(NC1CC1)C1CCCN1C(=O)NC1CCCCC1 (stereo not drawn) | 10.3% | -3.8% | 2.4% | -4.1% | -5.8%
O=C(CSc1ccccc1F)NC(=O)NCc1ccco1 | 28.3% | 5.5% | i | 5.8% | -3.1%
Cc1ccc(S(=O)(=O)N(C)CC(=O)N2CCc3ccccc32)cc1 | -18.1% | 11.1% | 0.2% | 5.0% | -5.1%

In the list so far, 3 contain two or more sulfur atoms:
SMILES | tuberculosis growth | PhoP GFP inhibition | inhibitors of VEEV | H1N1 NS1A inhibition | M. tuberculosis HTS | others
CN(C1CCS(=O)(=O)C1)S(=O)(=O)c1ccc(N2CCCC2=O)cc1 (stereo not drawn) | -12.7% | -3.0% | 0.2% | -15.2% | 2.5%
CCOc1ccccc1N1CCN(S(=O)(=O)c2cccc3nsnc23)CC1 | 16.1% | 0.0% | 1.2% | 8.8% | 7.0%
O=C(CCCN1C(=O)/C(=C/c2cccs2)SC1=S)Nc1cccnc1 | -0.3% | -7.5% | i | -10.1% | -2.1%
